Compound activity deposited in PubChem BioAssay by NCI.
NCI-60 one-dose screen, 48 h, at 10 µM unless noted. Numbers give growth in % (100 = growth as untreated, 0 = no growth, -100 = all killed).
MDA-MB-435 = MDA-MB-435 melanoma; actives 7.8% (n = 82,000); AID 1794794
MOLT-4 = MOLT-4 leukemia cells; actives 6.9% (n = 80,000)
CCRF-CEM = CCRF-CEM leukemia | actives 7% (n = 77,000)
SR = SR leukemia cells | actives 8.7% (n = 73,000)
RPMI-8226 = RPMI-8226 leukemia cells. AID 1794781. actives 7.5% (n = 77,000)
MDA-MB-468 = MDA-MB-468 breast cancer; AID 2202374; actives 8.5% (n = 78,000)
HOP-62 = HOP-62 NSCLC | actives 3.9% (n = 80,000)
K-562 = K-562 leukemia. actives 7.4% (n = 78,000). AID 1794777
* = called active by the depositor; · = not tested or not shown; & = joins results of further samples; [ ] = remark or other dose. The calls were made as follows: active = growth percent below 10; inactive = the rest.

SMILES	MDA-MB-435	MOLT-4	CCRF-CEM	SR	RPMI-8226	MDA-MB-468	HOP-62	K-562
COc1cc(Cl)c(C)cc1NC(=O)c1cc2ccccc2cc1O	3.7*	17	7.4*	8.6*	7.2*	-8.5*	26	14
NC(=O)Cc1c[nH]c2ccc(Br)cc12	106	103	100	96	105	103	98	95
CC(=O)c1cc2c(N)c(C(=O)Nc3cncc4ccccc34)sc2nc1C	44	90	104	77	95	97	94	82
Cc1cccc2c(N)c3ccccc3nc12	-12*	2.7*	6.6*	3.0*	-15*	-60*	-7.5*	6.3*
CC(=O)OCCCCBr	92	102	·	100	101	101	106	111
O=C(NCc1ccccc1)C1CN(c2ccc(Cl)cc2)N(c2ccc(Cl)cc2)C1=O (centres undefined)	3.3*	64	73	34	85	72	75	35
COc1cc2ncnc(Nc3ccc(S(=O)(=O)Nc4nccs4)cc3)c2cc1OCCCN1CCN(c2ccc(F)cc2)CC1	106	107	105	100	109	105	102	113
Oc1ccccc1CNCC12CC3CC(CC(C3)C1)C2	43	62	28	48	31	20	77	45
O=C(Nc1cc(Cl)cc(Cl)c1)Nc1nc2ccc([N+](=O)[O-])cc2s1	-6.0*	2.3*	10	-0.6*	-24*	-24*	-4.2*	3.3*
Cc1cc(C)nc(SC2=C(Nc3cccc(Cl)c3)C(=O)N(Cc3ccccc3)C2=O)n1	61[30 µM]	7.2*[30 µM]	26[30 µM]	29[30 µM]	23[30 µM]	·	90[30 µM]	52[30 µM]
CC1Cc2c(N(C)C)ncnc2N(C)c2ccc(O)cc21 (centres undefined)	8.9*	76	85	·	83	79	73	37
CC(=O)Nc1cccc(-n2c(COc3ccc(Br)cc3)nc3ccccc32)c1	103&107	101&85	99&96	88&79	107&87	102&82	114&119	106&91
Nc1cccc(N2N=C(C(=O)O)CC2=O)c1	103	113	106	115	102	123	105	104
CCc1ccc(-c2ccc(Nc3ccccc3)nn2)cc1S(N)(=O)=O	36	·	·	9.6*	28	34	93	13
CC[C@H](C)C(=O)O[C@H]1C[C@@H](C)C=C2C=C[C@H](C)[C@H](CC[C@@H]3C[C@@H](O)CC(=O)O3)[C@H]21	88	91	73	·	72	103	104	104
CS(=O)(=O)OCC1NC(=O)C(COS(C)(=O)=O)NC1=O (centres undefined)	91&107	69&92	74&82	125&104	90&83	79&87	118&106	104&82
CN(CC(=O)c1ccc(I)cc1)Cc1ccccc1	108	99	99	94	103	93	113	100
CCC(=C(c1ccc(OCCCN(C)C)cc1)c1ccc(OCCCN(C)C)cc1)c1ccc(Cl)cc1	-95*	-62*	-68*	-48*	-55*	-74*	-78*	0.3*
COc1ccc(C2=NN(c3ccc(S(N)(=O)=O)cc3)C(c3cn(-c4ccccc4)nc3-c3ccc(C)cc3)C2)cc1 (centres undefined)	89	87	93	94	93	103	101	87
Oc1cncc(-c2ccc3ncnc(N4CCc5cc(F)c(Cl)cc54)c3c2)c1	70	58	76	42	55	48	50	65
O=Cc1cc(Cl)ccc1O	126	73	99	89	115	·	106	97
O=C(/C=C(\Cl)C(=O)NO)NO	94	75	98	·	111	127	104	88
COc1cccc(NC(=O)c2cccc(C3CC(=O)c4c(cc(OC)c(OC)c4OC)O3)c2)c1 (centres undefined)	78	70	68	·	64	81	97	61
CC(NCCNC(C)c1ccccc1)c1ccccc1 (centres undefined)	94	98	102	122	118	80	83	·
NS(=O)(=O)c1ccc(Cl)cc1[N+](=O)[O-]	105	·	131	·	·	·	131	117
The results go on.
SMILES	MDA-MB-435	MOLT-4	CCRF-CEM	SR	RPMI-8226	MDA-MB-468	HOP-62	K-562
COc1ccc(Cn2cc3c(c2-c2ccc(OC)cc2)CCc2cnoc2-3)cc1	-30*	24	9.3*	1.8*	17	-7.2*	·	15
O=C(Nc1ccc(N2CCCCC2)c(Cl)c1)c1ccc(Br)o1	-95*	75	75	41	56	90	109	68
COc1ccc(C2CC(=O)Nc3ncn(-c4ccc(F)cc4)c32)cc1O (centres undefined)	115	102	94	99	103	112	82	101
Oc1c(Cl)cc(Cl)c(Cl)c1Cc1c(O)c(Cl)cc(Cl)c1Cl	10	11	5.8*	64	7.0*	4.3*	22	4.8*
O=C(NCCCNc1cc(-c2cn(-c3ccccc3)nc2-c2cccc(O)c2)ccn1)Nc1cc(C(F)(F)F)cc(C(F)(F)F)c1	75	43	63	54	44	70	78	51
CC(=O)Nc1cccc(C2=CC(c3ccc(C)cc3)n3ncnc3N2)c1 (centres undefined)	112	88	110	79	74	93	101	86
COc1ccc(-c2nc(SCC(=O)c3ccc(F)cc3)[nH]c(=O)c2C#N)cc1	95	84	96	80	100	95	81	89
Cc1ccc(S(=O)(=O)Nc2ccc(-c3ccc4c(c3)NC(=O)/C4=C\c3ccc[nH]3)cc2)cc1	90	68	62	-4.0*	64	-26*	96	42
O=C1CC(n2[nH]c(=O)ccc2=O)C2CO[C@@H]1O2 (some centres undefined)	102	97	57	61	98	99	94	99
COC(=O)c1cc(=O)nc(N/N=C/c2ccco2)s1	114	95	96	87	96	62	103	101
CC1=C(C(=O)c2ccccc2)C(c2ccc(-n3cncn3)cc2)n2c(nc3ccccc32)N1 (centres undefined)	94	67	71	77	63	96	71	75
O=C1OC(=O)C2=C1CCCC2	100	100	108	·	106	103	98	96
COc1cc(/C=C/C(=O)C(C)(C)C)cc(OC)c1OC	101	92	88	87	99	98	·	96
O=C(CCCl)OCCOc1ccccc1	110	92	·	95	54	107	105	93
O=C(Nc1nc(-c2ccc(Cl)cc2)cs1)c1ccc(O)c(O)c1	48	17	18	17	22	45	57	41
CC(=O)Oc1ccc(Cl)cc1Cc1cc(Cl)cc(Cc2cc(Cl)ccc2OC(C)=O)c1OC(C)=O	95	97	93	79	95	90	89	79
COC1CC(N)C2OC(c3ccccc3)OCC2O1 (centres undefined)	102	100	93	98	93	109	114	94
COC(=O)c1cc(-c2ccccc2)[nH]c(=O)c1C#N	113	109	102	·	111	106	105	100
Fc1cccc(CNc2c3ccccc3nc3ccccc23)c1	49	15	46	19	10	0.6*	48	16
N#C/C(=C(\CCCO)NCCCC(=O)O)c1nc2ccccc2[nH]1	104	116	99	89	89	·	91	76
COC(=O)C1=C(C)NC(C)=C(C(=O)OCC(C)C)C1c1cccc(C#N)c1 (centres undefined)	100	83	93	70	91	93	96	85
COc1cc(C2CC(c3ccccc3)=NN2)cc(OC)c1OC (centres undefined)	78	70	65	70	·	·	97	66
CS(=O)(=O)OCCN(CCOS(C)(=O)=O)c1cccc(Cl)c1	100	106	108	113	112	·	89	112
O=[N+]([O-])c1c(O)c(CNCCCO)cc(CNCCCO)c1O	111	73	119	·	116	108	106	96
Cc1ccc(S(=O)(=O)Nc2ccccc2C(N)=O)cc1	111	·	101	97	102	100	101	114

Some of the entries above in another layout:
Each structure is followed by: MDA-MB-435 | MOLT-4 | CCRF-CEM | SR | RPMI-8226 | MDA-MB-468 | HOP-62 | K-562
> O=C(CCCl)OCCOc1ccccc1
 : 110 | 92 | · | 95 | 54 | 107 | 105 | 93
> COc1cc(/C=C/C(=O)C(C)(C)C)cc(OC)c1OC
 : 101 | 92 | 88 | 87 | 99 | 98 | · | 96
> COc1cc(C2CC(c3ccccc3)=NN2)cc(OC)c1OC (centres undefined)
 : 78 | 70 | 65 | 70 | · | · | 97 | 66
> COc1ccc(-c2nc(SCC(=O)c3ccc(F)cc3)[nH]c(=O)c2C#N)cc1
 : 95 | 84 | 96 | 80 | 100 | 95 | 81 | 89
> O=C(Nc1ccc(N2CCCCC2)c(Cl)c1)c1ccc(Br)o1
 : -95* | 75 | 75 | 41 | 56 | 90 | 109 | 68
> O=C1OC(=O)C2=C1CCCC2
 : 100 | 100 | 108 | · | 106 | 103 | 98 | 96

The results go on.
SMILES	MDA-MB-435	MOLT-4	CCRF-CEM	SR	RPMI-8226	MDA-MB-468	HOP-62	K-562
Oc1ccccc1CN1CCC2(CCCN(Cc3ccccc3F)C2)C1 (centres undefined)	102	97	94	83	93	92	86	75
NCc1ccc([N+](=O)[O-])cc1	96	96	99	90	100	97	98	100
Fc1ccc(/C=C/c2cc(/C=C/c3ccc(F)cc3)n(-c3cc(F)cc(F)c3)n2)cc1	103	103	3.7*	88	74	108	96	66
COC1OC(CI)C(OC(C)=O)C(OC(C)=O)C1OC(C)=O (centres undefined)	102	84	98	87	96	101	90	91
CCOC(=O)c1sc(/N=C2\NC(=O)/C(=C3/C(=O)N(C)c4ccc(Cl)cc43)S2)nc1C	86	108	114	113	112	108	97	107
COc1cc2c(O)cc(C(=O)O)c(-c3cc(OC)c(OC)c(OC)c3)c2cc1OC	120	105	109	97	·	116	106	104
O=C1CCC23OC4ON=C(Br)C4C2C(O)c2ccccc2N13 (centres undefined)	98	100	103	105	99	114	103	90
C[C@]12CCC(=O)C=C1[C@@H](F)C[C@@H]1[C@@H]2[C@@H](O)C[C@@]2(C)[C@H]1CC[C@]2(O)C(=O)CO	102	85	47	98	65	116	100	105
COc1cccc(/C=N/NC(N)=O)c1OC	106	94	107	89	103	106	100	109
O=c1oc2ccc(Br)cc2cc1-c1csc(N/N=C/c2cc3ccccc3nc2Cl)n1	100	113	111	105	120	93	94	99
CC1=C2C(c3ccccc3)=NCCC2NC(=O)N1 (centres undefined)	100	101	100	94	98	96	92	99
CCn1c2c(c3ccccc31)CC1CN(c3ccc(C)cc3)C(=O)C1C2C(=O)O (centres undefined)	102	105	108	108	107	97	106	98
CN1CCN(C(=O)[C@]23CCC(C)(C)C[C@H]2C2=CC[C@@H]4[C@@]5(C)CCC(=O)C(C)(C)[C@@H]5CC[C@@]4(C)[C@]2(C)CC3)CC1	86	50	91	55	55	89	88	·
O=C(O)CC1CCc2ccccc21 (centres undefined)	130	95	100	·	97	·	113	112
N/C(=N\N=C\c1ccc([N+](=O)[O-])cc1)c1c(N)nc(=S)[nH]c1-c1ccc(Cl)cc1Cl	108	94	106	77	97	91	57	95
Nc1nnc(-c2cccc(Cl)c2Cl)c(N)n1	103	100	102	99	101	107	109	84
CC(C)=CCC/C(C(=O)O)=C1/[C@@H](O)C[C@@]2(C)[C@H]1C[C@@H](O)[C@H]1[C@@]3(C)CC[C@@H](O)[C@@H](C)[C@@H]3CC[C@@]12C	85	87	100	103	93	104	100	99
NC(=O)c1ccc(NC(=O)c2oc3ccccc3c2-c2cnn(-c3ccccc3)c2)cc1	38[50 µM]	61[50 µM]	73[50 µM]	16[50 µM]	18[50 µM]	24[50 µM]	5.9*[50 µM]	46[50 µM]
Cc1cc(C)n(-c2nc3ccccc3n3c(C)nnc23)n1	97	87	88	94	95	100	94	92
CN(C)CCC(=O)c1cccc2ccccc12	107	110	110	101	93	92	104	100
Cc1ccc(S(=O)(=O)/N=c2/n(-c3ccccc3)nc3n2CCN3C2=NCCN2)cc1	100	80	117	120	111	104	125	100
O=C(NCCNc1cc(-c2cn(-c3ccccc3)nc2-c2cccc(O)c2)ccn1)c1cccc(O)c1	80	49	·	42	·	65	·	47
Nc1c(Cl)cc(/C=C2\C=Cc3ccccc32)cc1Cl	107	99	106	94	107	98	102	100
Cc1ccc([N+](=O)[O-])c(C)c1	109	113	98	103	97	106	84	115
O=C(COc1cccc(/C=C2\COc3ccccc3C2=O)c1)c1ccccc1	43	-22*	-33*	-62*	-51*	·	98	17
Other structures
SMILES	MDA-MB-435	MOLT-4	CCRF-CEM	SR	RPMI-8226	MDA-MB-468	HOP-62	K-562
NS(=O)(=O)c1ccc(CCNC(=O)CSc2ccc(-c3ccccc3)nn2)cc1	96	69	70	72	51	47	87	59
Oc1ccccc1/C=N/NC(=S)NC1CC2C=CC1C2 (centres undefined)	12	57	49	30	64	73	86	33
N#Cc1c(-c2ccc(Cl)cc2)nc(SCc2ccccc2)nc1N1CCOCC1	91	89	94	100	93	91	105	77
O=C(/C=C/c1cccc(OCc2ccc(F)cc2)c1)c1nc2ccccc2[nH]1	69	-11*	6.9*	-44*	-50*	8.4*	71	-15*
CCCn1c(=S)sc2c(=O)[nH]c(C)nc21	112	93	102	68	90	·	94	86
COc1cc(/C=C2\C(=O)Nc3ccccc32)cc(OC)c1O	-25*	0.6*	27	-10*	47	20	64	7.6*
COC(=O)c1ccc(NC(=O)Cn2c(=S)n(-c3ccccc3)c(=O)c3ccccc32)cc1	106	93	94	92	84	110	102	99
Cc1nc(-c2cccs2)ccc1NC(=O)Nc1ccc2c(c1)OCO2	110	89	97	85	89	112	93	83
CC(C)C[C@H](NC(=O)/C=C/Cn1ccc2ccccc2c1=O)B(O)O	-44*	1.8*	12	9.1*	11	-6.8*	45	36
COc1ccc(/C=N/NC(=O)c2cnn3c2NC(c2ccccc2)C3)cc1Oc1ccccc1 (centres undefined)	66	76	79	52	68	52	77	53
CC1CCc2[nH]c(=O)c(C(N)=O)c(C#N)c2C1 (centres undefined)	98	108	96	104	98	107	89	110
COC(=O)c1ccc(NC(N)=NCC(C)(C)COc2ccc(C(F)(F)F)cc2)nc1	58	9.3*	16	-32*	11	17	77	-32*
CC1=C(C(=O)OC(C)(C)C)C(c2ccc3c(c2)OCO3)NC(=O)N1 (centres undefined)	103	91	110	94	103	111	117	102
CCC(O)(CC)c1ccccc1	98	99	113	102	109	112	105	94
O=c1[nH]cc(/C=N\Nc2ccccc2)c(=O)[nH]1	43	50	31	65	76	91	63	8.1*
Cc1oc(-c2ccc(Cl)c(Cl)c2)cc1C(=O)Nc1ccccc1	80	97	99	80	94	99	98	77
COc1ccccc1N=C(N)Nc1ccccc1OC	103	98	93	·	81	96	80	87

Single values from the list.
`COc1ccccc1N=C(N)Nc1ccccc1OC` in MOLT-4 shows 98
`CC1CCc2[nH]c(=O)c(C(N)=O)c(C#N)c2C1` (centres undefined) in K-562 shows 110
`O=C(/C=C/c1cccc(OCc2ccc(F)cc2)c1)c1nc2ccccc2[nH]1` in MOLT-4 shows -11*
`N#Cc1c(-c2ccc(Cl)cc2)nc(SCc2ccccc2)nc1N1CCOCC1` in MOLT-4 shows 89
`CC(C)C[C@H](NC(=O)/C=C/Cn1ccc2ccccc2c1=O)B(O)O` in CCRF-CEM shows 12
`Cc1oc(-c2ccc(Cl)c(Cl)c2)cc1C(=O)Nc1ccccc1` in MOLT-4 shows 97
